Screening results as filed in PubChem BioAssay.
TNF death inh: blocks TNF-alpha induced death of Jurkat FADD-/- cells; AID 463075; 220,000 tested, 0.068% active; Jurkat FADD-/- TNF necroptosis rescue, ATP luminescence, 24 h; 0 = TNF only, 100 = no-TNF cells; activation (protection from cell death), % at 10 µM;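 active means activation, meaning protection from cell death, of at least 50% relative to plate controls; inactive means activation below 50%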;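 further: necroptosis triggered by 40 ng/mL TNF-alpha added together with compound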
PERK inh: human PERK inhibition, primary cell-based screen; Q9NZJ5; CHO PERK-DD fusion, SEAP luminescence translation reporter; inhibition, % at 5.6 µM; 220,000 tested, 0.17% active;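 active means inhibition above the mean inhibition of all tested compounds plus 3 SD, set separately per screening campaign, cut at about 2.9% in these data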;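 further: PERK kinase domain activated by AP20187 dimerizer at 100 nM; 0% = DMSO with dimerizer and 100% = rapamycin at 8.4 µM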
EP2 mod: EP2 receptor (human) modulation. 260,000 tested, 0.83% active. EP2-expressing cells, cAMP HTRF FRET, PGE2 co-stimulation. induction, % at 25 µM. AID 940;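 active means compounds whose cAMP rise, as percent of the full-agonist control response, exceeds 60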;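 further: rat C6 glioma line stably carrying human EP2 under a CMV promoter; the protocol text gives 20 µM as final concentration; 100% = response of wells given 1 µM PGE2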
Runt-SMMHC FRET: blocks binding of human RUNX1 Runt domain to CBFb-SMMHC | Q01196+Q13951 | AID 1434 | inhibition, % at 20 µM | 220,000 tested, 0.74% active | Cerulean-Runt/Venus-CBFb-SMMHC FRET ratio 530/480, 1 h;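 active means mean inhibition across duplicate retests at 20 µM reaching about 50%, limit read from the data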;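 further: 0% = DMSO wells and 100% = wells with excess untagged CBFb-SMMHC; inhibitors lower the FRET ratio by blocking Runt binding to CBFb-SMMHC; some results filed as inactive read as strong as hits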
Target sequence (Q01196 whole entry, looked up, the tested form may be a part): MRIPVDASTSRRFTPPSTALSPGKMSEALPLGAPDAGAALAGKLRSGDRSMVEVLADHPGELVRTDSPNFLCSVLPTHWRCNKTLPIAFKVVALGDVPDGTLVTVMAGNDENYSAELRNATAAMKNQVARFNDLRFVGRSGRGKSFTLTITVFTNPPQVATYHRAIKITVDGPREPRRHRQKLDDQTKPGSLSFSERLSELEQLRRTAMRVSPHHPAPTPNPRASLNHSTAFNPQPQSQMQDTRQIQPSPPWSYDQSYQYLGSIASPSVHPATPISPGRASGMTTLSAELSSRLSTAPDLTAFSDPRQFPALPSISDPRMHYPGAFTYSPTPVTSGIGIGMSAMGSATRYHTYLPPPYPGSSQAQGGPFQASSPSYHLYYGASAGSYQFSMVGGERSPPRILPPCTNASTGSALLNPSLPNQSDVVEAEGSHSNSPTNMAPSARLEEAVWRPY
Target sequence (Q13951 whole entry, looked up, the tested form may be a part): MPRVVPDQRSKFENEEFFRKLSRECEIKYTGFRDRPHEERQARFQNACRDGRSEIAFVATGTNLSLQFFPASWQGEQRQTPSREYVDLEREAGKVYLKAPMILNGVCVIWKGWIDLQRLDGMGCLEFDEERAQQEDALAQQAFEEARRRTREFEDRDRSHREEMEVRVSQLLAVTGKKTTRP
Hck Nef HTS: blocks Nef-activated human Hck kinase; inhibition, % at 20 µM; AID 463187; 220,000 tested, 0.68% active; P08631; Recombinant Hck-YEEI plus Nef, Z-Lyte FRET kinase assay;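 active means Hck-Nef kinase inhibition above about 50%, limit read from the data; inactive means inhibition below that limit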;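 further: 0% = DMSO with Hck plus Nef and 100% = Hck alone without Nef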
PGE2 EP2 inh: inhibitors of human EP2 prostaglandin E2 receptor; P43116; C6 glioma cells expressing human EP2, cAMP TR-FRET; cells stimulated with saturating PGE2; inhibition, % at 25 µM; 260,000 tested, 0.52% active;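 active means percent inhibition above 40 after rounding to a whole number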;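 further: rat C6 glioma host cells with rolipram phosphodiesterase inhibitor present; the protocol text gives 20 µM as final concentration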
L929 necroptosis: blocks zVAD induced death of L929 cells; L929 zVAD necroptosis rescue, ATP luminescence, 24 h; with zVAD 60 µM; viability rescue, % at 10 µM; 220,000 tested, 0.38% active;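 active means activation, scaled between plate controls, above about 75%, limit read from the data; inactive means activation under that limit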;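 further: 0% = zVAD with DMSO and 100% = DMSO alone without zVAD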
Runt-CBFb FRET: Runt domain-CBFb interaction inhibition | Q01196+Q13951 | Cerulean-Runt/Venus-CBFb FRET ratio 530/480, 1 h | inhibition, % at 20 µM | 220,000 tested, 0.46% active;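 active means inhibition over about 50% at 20 µM in the single-dose screen, limit read from the data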;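 further: 0% = DMSO wells and 100% = excess unlabeled CBFb competitor control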
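Assay system: Cerulean-tagged RUNX1 Runt domain (FRET donor) fusion protein / Amount: 100 nM each of Venus-CBFb and Cerulean-Runt domain / Medium: Tris buffer pH 7.5 with salts and BSA / Also added: Venus-CBFb 100 nM / Schedule: 1 h complex formation plus 1 h compound treatment, room temperature / Signal: FRET fluorescence / Read-out: loss of energy transfer signal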
RBBP9 inhibitor: human RBBP9 hydrolase inhibition | O75884 | recombinant RBBP9, FP-Rh probe fluorescence polarization | inhibition, % at 7.94 µM | 220,000 tested, 0.2% active;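 active means inhibition above the campaign mean of all tested compounds plus 3 SD, cut at about 14% in these data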;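 further: plate controls were DMSO wells with RBBP9 for no effect and wells lacking RBBP9 protein for full effect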
Target sequence (O75884 whole entry, looked up): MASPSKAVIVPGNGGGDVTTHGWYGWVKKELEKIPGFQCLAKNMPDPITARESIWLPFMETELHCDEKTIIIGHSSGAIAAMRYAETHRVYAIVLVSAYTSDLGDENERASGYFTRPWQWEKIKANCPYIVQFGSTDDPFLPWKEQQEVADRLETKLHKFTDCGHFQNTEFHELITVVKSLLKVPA
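System: RBBP9 protein / Quantity: 2.5 µM RBBP9 dispensing solution, before mixing / Also added: Serine-hydrolase probe FP-Rh, 375 nM pre-mixing / Dosing: 7.94 µM single dose, 0.794% DMSO / Timing: enzyme-compound preincubation 30 min, then probe labeling 45 min, 25 °C / Signal: FP readout at 525/598 nm / Controls: DMSO-treated enzyme wells and wells lacking RBBP9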
Active calls of the source: *; . = no result given; & = joins results of further samples. Some of the compounds tested; rates above refer to the full screens.

Each structure is followed by: TNF death inh, PERK inh, EP2 mod, Runt-SMMHC FRET, Hck Nef HTS, PGE2 EP2 inh, L929 necroptosis, Runt-CBFb FRET, RBBP9 inhibitor
CCOC(=O)N1CCN(C(=O)C2CCC(CNS(=O)(=O)c3ccc(Cl)cc3)CC2)CC1 (stereo not given)
 : 0.6, 0.3, 0, -4, -1, -2, 1.2, -4, -6
CCOC(=O)CSc1nc2c(c(=O)[nH]c(=O)n2C)n1C/C=C(/C)Cl
 : 0.3, 0.4, -5, 3, 0, 8, -0.3, 3, -7
CN(C)C(=S)Nc1cccc(C(F)(F)F)c1
 : -1.3, -0.2, 3, 1, 42, 10, 0.5, -3, -3
COc1cc(CNn2c(C)n[nH]c2=S)cc(Cl)c1OCc1ccc(F)cc1
 : -3.8, -0.4, -33, 11, -2, 16, 0.0, 15, -8
COC(=O)CC1COc2ccccc2N1C(=O)c1ccc(OC)cc1 (stereo not given)
 : -4.2, -0.2, 33, 4, 0, 12, -0.3, 0, -8
O=C1CN(C(=O)COc2ccc(F)cc2Br)c2ccccc2N1
 : 0.8, 0.6, -15, 1, 23, 2, 0.9, 0, 1
CC1=CC2=NC(=O)/C(=C/c3cccn3Cc3ccccc3)C(=N)N2O1
 : -4.6, -1.4, 0, 0, -9, 10, -0.6, 1, -5
Cn1c2ccccc2c(=O)c2c(=O)n(C3CCCCC3)c(-c3ccco3)nc21
 : 0.4, 0.3, -8, 4, 2, 10, 8.3, 1, 2
O=C(c1cnc2n(c1=O)CCS2)N1CCN(c2ccc(Cl)c(Cl)c2)CC1
 : -0.9, -1.4, -47, 2, 0, 7, 0.4, -3, -4
COc1ccc(OC)c(Nc2nc(-c3cccc([N+](=O)[O-])c3)nc3ccccc23)c1
 : -4.5, 2.2, 17, 0, 24, 5, 0.0, 0, -5

(next part)
Each structure is followed by: TNF death inh, PERK inh, EP2 mod, Runt-SMMHC FRET, Hck Nef HTS, PGE2 EP2 inh, L929 necroptosis, Runt-CBFb FRET, RBBP9 inhibitor
CCC1=C(OC(=O)N(CC)CC)N2C(=O)OC(=NCCc3c[nH]c4ccccc34)[C@]2(Cc2ccccc2)[C@H]2C1=CC[C@H]1C(=O)N(c3ccccc3)C(=O)[C@H]12
 : -4.2, ., -23, -4, 27, 14, -0.6, -1, .
Cc1ccccc1-c1nc(CN2CCC(C(=O)NCC3CCCO3)CC2)c(C)o1 (stereo not given)
 : -3.0, 0.0, 16, 1, 3, 3, -0.3, 0, -3
CSc1cccc(NC(=S)N2CCC(N(C)C3CCCCC3C)CC2)c1 (stereo not given)
 : 3.9, -0.8, -8, -2, 26, 5, -1.0, 0, 1
CC(C)c1ccc(NC(=O)C2C3C=CC4(CN(CCCN5CCOCC5)C(=O)C24)O3)cc1 (stereo not given)
 : 1.8, -1.3, 22, -1, -2, 25, 0.5, 0, -1
COc1ccc(Oc2ccc(-c3ccn[nH]3)cc2)cc1
 : -0.6, 1.8, -44, -8, 8, 5, 1.7, -1, -4
COCCn1c(SCC(=O)Nc2cc(OC)ccc2OC)nc2c(c1=O)SC(C)C2 (stereo not given)
 : 2.0, 0.4, 43, 0, 22, 4, 0.1, -2, 4
CCN(CC)c1ccc(CN2CCCCCC2)cc1
 : -1.3, 0.8, 6, -9, 1, 7, -0.3, ., 1
COc1ccc(NC(=O)C(C)SCc2ccccc2)cc1 (stereo not given)
 : 5.5, 0.5, -18, -4, 12, 7, -1.8, 1, -9
CSc1nc(N(C)NC(=O)c2cccc(C)c2)c2ccccc2n1
 : -18, -0.7, -15, -1, 2, 7, 0.5, -2, -6
Cn1nnc(NC(=O)CSc2ccc(Cl)cc2)n1
 : 1.6, -0.5, 23, -12, 0, 24, 0.5, -3, -12

Next section:
Each structure is followed by: TNF death inh, PERK inh, EP2 mod, Runt-SMMHC FRET, Hck Nef HTS, PGE2 EP2 inh, L929 necroptosis, Runt-CBFb FRET, RBBP9 inhibitor
O=C(Nc1nc2ccc([N+](=O)[O-])cc2s1)c1ccco1
 : -3.3, 0.8, -71, 30, 23, 9, 1.5, 11, -7
CC(C)n1c(-c2ccncc2)n[nH]c1=S
 : 0.6, 0.3, 4, -1, 15, 2, 1.6, 3, -8
CC(C)Cn1c(CCCNC(=O)c2ccc(F)cc2)nc2ccccc21
 : 0.8, -0.6, 3, 2, 0, 7, 0.3, -1, -5
C=C(C)CNC(=S)N/N=C(\C)c1ccc(OC)cc1
 : -1.9, 0.7, -15, 4, 1, 11, -0.2, 1, 2
Cc1noc(C)c1COC(=O)COc1ccc(-c2ccccc2)cc1
 : 1.8, 0.4, -19, 1, 9, 11, 1.6, -3, 12
CN1CCN(c2ccc(NC(=O)CSc3ccccc3)cc2F)CC1
 : -1.8, -0.3, -12, -3, 0, 8, 0.9, 2, -5
CSc1nc2ccccc2s1
 : 1.6, -0.1, -31, -2, -2, 17, 2.4, 2, -2
Cc1c(C(=O)NCCSCc2c(F)cccc2Cl)cnn1-c1ccc(F)cc1
 : 2.8, -1.1, -34, 1, 0, 11, -0.5, -1, -8
O=S(=O)(NCc1ccccc1)c1cccc2nsnc12
 : 1.4, 0.0, -27, 2, 3, 1, 1.1, 0, -14
Cc1ccc2c(Cl)cc(Cl)c(OCC(=O)N3CCCC3)c2n1
 : -1.3, -0.4, 16, -1, 4, 9, 0.3, 0, -10

Additional structures.
Each structure is followed by: TNF death inh, PERK inh, EP2 mod, Runt-SMMHC FRET, Hck Nef HTS, PGE2 EP2 inh, L929 necroptosis, Runt-CBFb FRET, RBBP9 inhibitor
Cc1ccc(CNC(=O)CNC(=S)N(Cc2ccccc2)Cc2ccccc2F)cc1
 : -0.8, -0.5, 23, 1, -37, 12, -0.4, -1, -12
Fc1ccc(NC(=S)Nc2nccs2)cc1
 : -8.7, -0.7, -69&-41, 1, 15, 17&5, 1.2, 6, -7
CC1CCN(S(=O)(=O)c2ccc(NC(=O)CSc3nnnn3C)cc2)CC1
 : -0.8, 0.9, -5, 2, 2, 6, -0.1, -1, -7
COC(=O)c1ccc(/C=N/NC(=O)c2cccc(F)c2)cc1
 : -3.2, 1.3, -11, -7, 3, 9, 0.1, 2, -6
c1cc(-n2nnc3cnccc32)ccn1
 : 2.1, 1.0, 7, -2, 18, 8, 1.1, 0, 4
Cc1ccc(N2N=C(c3ccc(F)cc3)CC2c2ccco2)cc1 (stereo not given)
 : -0.1, -0.1, 53, 17, 32, 10, 3.6, 18, -3
CC(C)CN1C(=O)/C(=C(/C#N)C(=O)NC2CCCCC2)c2ccccc21
 : -7.8, 0.2, -34, -4, -5, 2, 1.6, -1, -6
CCNc1nc2c(c(=O)n(Cc3ccccc3)c(=O)n2C)n1Cc1ccccc1
 : -2.0, -0.9, 41, 3, 4, 18, 1.0, -2, -2
O=C(Nc1cccnc1)c1ccc(S(=O)(=O)c2ccc(Cl)cc2)cc1
 : 4.0, 0.7, -53, 4, 14, 11, 0.9, -2, -5
c1ccc(CN2CCOCCOCCOCC2)cc1
 : -0.8, 0.5, 14, -1, -3, 5, -0.8, 0, -5

Some of the entries above, reformatted.
> c1cc(-n2nnc3cnccc32)ccn1
  TNF death inh: 2.1	PERK inh: 1.0	EP2 mod: 7	Runt-SMMHC FRET: -2	Hck Nef HTS: 18	PGE2 EP2 inh: 8	L929 necroptosis: 1.1	Runt-CBFb FRET: 0	RBBP9 inhibitor: 4
> Cc1ccc(N2N=C(c3ccc(F)cc3)CC2c2ccco2)cc1 (stereo not given)
  TNF death inh: -0.1	PERK inh: -0.1	EP2 mod: 53	Runt-SMMHC FRET: 17	Hck Nef HTS: 32	PGE2 EP2 inh: 10	L929 necroptosis: 3.6	Runt-CBFb FRET: 18	RBBP9 inhibitor: -3

Next part
Each structure is followed by: TNF death inh, PERK inh, EP2 mod, Runt-SMMHC FRET, Hck Nef HTS, PGE2 EP2 inh, L929 necroptosis, Runt-CBFb FRET, RBBP9 inhibitor
CCn1c(SCC(=O)Nc2ccccc2OC)nc2ccccc2c1=O
 : 0.7, -1.0, -54, 0, -20, 6, -0.7, -1, -7
CC(C)(C)n1ncc2c(=O)n(CC(=O)Nc3ccc4c(c3)OCCO4)cnc21
 : 0.2, -0.1, -7, 0, 2, 8, 0.3, -1, -2
Cc1ccc(-c2nc(NCc3ccco3)c3ccccc3n2)cc1
 : 0.8, -0.1, 36, 0, 8, 7, 0.3, -3, -10
O=C(Nc1ccc2nc(-c3cccs3)c(-c3cccs3)nc2c1)N1CCOCC1
 : -8.2, -1.2, -37, 62*, 12, 8, 2.6, 41, -14
O=C(CSc1nc2ncccc2[nH]1)Nc1ccc2c(c1)OCCO2
 : 1.8, -0.7, 14, -1, 0, 13, 0.5, -1, -1
CC(=O)c1cccc(NC(=O)COc2cc3oc(=O)c(CC(C)O)c(C)c3cc2Cl)c1 (stereo not given)
 : -0.8, -0.2, 0, -6, 1, 6, 0.7, -1, -3
Cc1nnc(N/N=C/c2ccco2)n1N
 : -1.5, 0.4, 23, -1, 15, 13, 1.4, 0, -8
O=C1CC(c2ccc(O)cc2)Oc2cc(O)cc(O)c21 (stereo not given)
 : 0.1, 0.8, 11, -2, 3, 12, 3.4, 2, 2
C/C(CC(=O)Nc1ccc(F)cc1)=N\NC(=O)Cc1csc(N)n1
 : 0.4, 0.5, -2, 7, -1, 9, 0.0, 1, -1
Cc1c(C(=O)NCCc2ccccc2)oc2ccc(S(=O)(=O)N3CCC4(CC3)OCCO4)cc12
 : 1.1, -0.8, -4, -6, 0, 17, 0.4, -6, -7
Cc1ccccc1-c1ccc(/C=C2/SC(N3CCOCC3)=NC2=O)o1
 : -2.3, -0.8, 45, -42, 10, 16, 4.5, -21, -11
Nc1ccc(C23CC4CC(CC(CO)(C4)C2)C3)cc1
 : -0.2, 0.7, -11, 3, 1, 6, 0.0, -1, 1

Fetched by structure from the list above, 3 records:
Each structure is followed by: TNF death inh, PERK inh, EP2 mod, Runt-SMMHC FRET, Hck Nef HTS, PGE2 EP2 inh, L929 necroptosis, Runt-CBFb FRET, RBBP9 inhibitor
Cc1ccccc1-c1ccc(/C=C2/SC(N3CCOCC3)=NC2=O)o1
 : -2.3, -0.8, 45, -42, 10, 16, 4.5, -21, -11
CC(C)(C)n1ncc2c(=O)n(CC(=O)Nc3ccc4c(c3)OCCO4)cnc21
 : 0.2, -0.1, -7, 0, 2, 8, 0.3, -1, -2
O=C1CC(c2ccc(O)cc2)Oc2cc(O)cc(O)c21 (stereo not given)
 : 0.1, 0.8, 11, -2, 3, 12, 3.4, 2, 2
